IDH1 R132H inh – blocks human IDH1 R132H reductase activity; actives 0.18% (n = 70,000); diaphorase/resazurin fluorescence, 60 min; inhibition, % at 10 µM; in the data active means inhibition above about 34%;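 further: 0% = DMSO and 100% = no enzyme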
PRC2 inh – blocks human EZH2/PRC2 H3K27 methylation | Q15910 | DELFIA TRF, 1 h | inhibition, % at 12.5 µM | actives 0.35% (n = 57,000) | AID 651548;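 active means mean inhibition of replicates at least 50% and every single replicate also reaching 50%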;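 further: dimethyl H3K27 on biotinylated H3 21-44 peptide detected by antibody; plate controls were median neutral control wells for no effect and median positive control wells for full effect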
Target sequence (Q15910 whole entry, looked up): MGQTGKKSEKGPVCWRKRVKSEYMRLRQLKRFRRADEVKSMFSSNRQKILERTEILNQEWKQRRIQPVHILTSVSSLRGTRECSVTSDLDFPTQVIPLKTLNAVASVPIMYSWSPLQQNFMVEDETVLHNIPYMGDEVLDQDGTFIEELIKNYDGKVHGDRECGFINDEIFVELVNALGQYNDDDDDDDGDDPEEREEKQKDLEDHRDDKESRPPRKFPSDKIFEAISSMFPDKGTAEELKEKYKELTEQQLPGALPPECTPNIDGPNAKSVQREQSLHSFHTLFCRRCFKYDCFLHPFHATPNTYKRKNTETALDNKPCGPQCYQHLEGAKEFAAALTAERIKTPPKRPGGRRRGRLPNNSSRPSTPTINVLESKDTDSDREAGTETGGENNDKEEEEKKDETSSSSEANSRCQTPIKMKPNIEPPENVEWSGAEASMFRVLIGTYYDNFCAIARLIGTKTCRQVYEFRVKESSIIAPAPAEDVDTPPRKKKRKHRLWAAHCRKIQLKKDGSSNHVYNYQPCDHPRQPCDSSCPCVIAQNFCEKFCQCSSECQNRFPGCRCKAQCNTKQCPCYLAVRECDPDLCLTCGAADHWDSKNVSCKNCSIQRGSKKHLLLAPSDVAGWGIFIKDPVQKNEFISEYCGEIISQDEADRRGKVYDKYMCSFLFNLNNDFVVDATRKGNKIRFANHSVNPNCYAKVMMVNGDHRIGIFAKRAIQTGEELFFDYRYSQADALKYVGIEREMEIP
* = called active by the depositor; . = not tested or not shown.

Each structure is followed by: IDH1 R132H inh	PRC2 inh
[1] C[C@H]1CN([C@@H](C)CO)C(=O)c2cc(NC(=O)CCN3CCOCC3)ccc2O[C@H]1CN(C)C(=O)Nc1cccc2ccccc12
  1.1	7.3
[2] C[C@@H]1CN([C@@H](C)CO)C(=O)c2cc(-c3cccc(C(=O)N(C)C)c3)cnc2O[C@@H]1CN(C)S(=O)(=O)c1ccccc1
  0.2	11.2
[3] CO[C@@H]1CN(C)C(=O)c2cc(NC(=O)c3ccccc3)ccc2OC[C@@H](C)N(C(=O)CN(C)C)C[C@@H]1C
  0.7	-6.9
[4] O=C(O)CCCCCC(=O)N/N=C/c1cccnc1
  .	-8.3
[5] C[C@@H]1CN([C@@H](C)CO)S(=O)(=O)c2ccc(C3=CCCCC3)cc2O[C@H]1CN(C)C(=O)Cc1ccccc1
  -0.2	.
[6] C[C@@H]1CN([C@H](C)CO)C(=O)c2cc(NS(=O)(=O)c3ccccc3)ccc2O[C@@H](C)CCCCO[C@@H]1CN(C)C(=O)c1ccncc1
  -4.7	.
[7] O=C(Nc1ccc2c(c1)OCO2)N[C@H]1C=C[C@@H](CC(=O)N2CCN(c3ccccc3)CC2)O[C@H]1CO
  -0.2	12.3
[8] C[C@@H]1CN([C@H](C)CO)C(=O)c2cccc(NC(=O)C3CCCCC3)c2O[C@@H]1CN(C)Cc1ccc2c(c1)OCO2
  .	16.7
[9] O=C(Nc1cc(F)ccc1F)N[C@H]1CC[C@@H](CCNC(=O)c2cnccn2)O[C@H]1CO
  0.1	9.5
[10] CN(CC(=O)Nc1ncn[nH]1)S(=O)(=O)c1ccc2ccccc2c1
  0.1	-3.0
[11] C[C@H](CO)N1C[C@H](C)[C@H](CN(C)Cc2ccc(-c3ccccc3)cc2)Oc2ccc(NS(=O)(=O)c3ccc(F)cc3)cc2C1=O
  -0.8	.
[12] COc1cccc(C2C(C(=O)c3ccco3)C(=O)C(=O)N2CCN(C)C)c1OC (stereo not given)
  -0.2	-7.5
[13] COc1ccc(S(=O)(=O)N(C)C[C@H]2Oc3ccc(NC(=O)CCC(F)(F)F)cc3C(=O)N([C@H](C)CO)C[C@H]2C)cc1
  0.4	.
[14] C[C@@H]1CN([C@H](C)CO)C(=O)Cc2cc(NC(=O)Nc3ccc(F)cc3)ccc2O[C@H]1CN(C)C(=O)NC1CCCCC1
  -0.1	4.1
[15] COc1ccc(S(=O)(=O)Nc2ccc3c(c2)C(=O)N([C@H](C)CO)C[C@H](C)[C@@H](CN(C)Cc2ccc(Cl)c(Cl)c2)OCCCC[C@@H](C)O3)cc1
  1.9	.
[16] O=C(CSc1nc2ccc([N+](=O)[O-])cc2[nH]1)Nc1ccc2c(c1)OCCO2
  0.8	7.9
[17] C[C@H]1CN([C@@H](C)CO)C(=O)c2cccc(NC(=O)Nc3ccccc3)c2O[C@H]1CN(C)S(=O)(=O)c1ccccc1
  0.2	1.3
[18] COc1ccc(S(=O)(=O)Nc2ccc3c(c2)C(=O)N([C@H](C)CO)C[C@@H](C)[C@H](CN(C)C(=O)CCC(F)(F)F)OCCCC[C@@H](C)O3)cc1
  -0.5	.
[19] C[C@@H]1CN([C@H](C)CO)S(=O)(=O)c2ccc(C#CC3(O)CCCC3)cc2O[C@@H]1CN(C)C(=O)Cc1ccccc1
  -4.6	-2.7
[20] COc1ccc(S(=O)(=O)Nc2ccc3c(c2)C(=O)N([C@@H](C)CO)C[C@@H](C)[C@H](CN(C)Cc2ccncc2)O3)cc1
  1.7	.
[21] C[C@H]1CC(O)C23COC(=O)[C@@H]2CCC[C@@H]3[C@@]12C[C@@H](c1ccoc1)OC2=O (stereo not given in full)
  .	19.6
[22] CO[C@@H]1CN(C)C(=O)c2ccc(NS(=O)(=O)c3ccc(C)cc3)cc2OC[C@H](C)N(Cc2nccs2)C[C@H]1C
  0.2	1.8
[23] C[C@H](CO)N1C[C@H](C)[C@@H](CN(C)C(=O)Nc2ccc(C(F)(F)F)cc2)Oc2ccc(N(C)C)cc2C1=O
  2.0	-6.7
[24] O=C(O)C[C@H]1C[C@H]2c3cc(NC(=O)Nc4ccc(C(F)(F)F)cc4)ccc3O[C@H]2[C@@H](CO)O1
  1.1	-2.4
[25] C[C@@H]1CN([C@@H](C)CO)S(=O)(=O)c2ccc(-c3cccnc3)cc2O[C@H]1CN(C)Cc1cncnc1
  .	-12.9
[26] Cc1ccc(S(=O)(=O)N(C)C[C@@H]2OCCCC[C@@H](C)Oc3ccc(N(C)C)cc3C(=O)N([C@@H](C)CO)C[C@H]2C)cc1
  -1.9	2.9
[27] Cc1cc(C)c(OCCCCNCCO)c(C)c1
  1.1	-8.5
[28] COCC#Cc1cnc2c(c1)C(=O)N([C@@H](C)CO)C[C@H](C)[C@H](CN(C)C(=O)C1CCCCC1)O2
  .	-4.6
[29] O=C(C1=C[C@H](C2CC2)C[C@H](OCc2ccc(CO)cc2)O1)N1CCOCC1
  .	-7.5
[30] C[C@H]1CN([C@@H](C)CO)S(=O)(=O)c2ccc(-c3ccncc3)cc2O[C@H]1CN(C)C(=O)Nc1ccc(C(F)(F)F)cc1
  3.6	-16.8
[31] C[C@H]1CN([C@@H](C)CO)C(=O)c2cc(C#CC3(O)CCCC3)cnc2O[C@H]1CN(C)S(C)(=O)=O
  1.1	-1.0
[32] COc1ccccc1CN(C)C[C@@H]1OCc2cn(nn2)CCCC(=O)N([C@@H](C)CO)C[C@H]1C
  0.1	6.9
[33] O=C(C[C@@H]1C[C@@H]2c3cc(NC(=O)Nc4ccccc4)ccc3O[C@@H]2[C@H](CO)O1)NCc1ccncc1
  0.2	-0.2
[34] C[C@@H]1CN([C@@H](C)CO)C(=O)c2cc(NC(=O)Nc3ccc4c(c3)OCO4)ccc2O[C@H]1CN(C)C
  1.1	5.5
[35] COc1ccc(NC(=O)N(C)C[C@@H]2Oc3ncc(/C=C/c4ccccc4)cc3C(=O)N([C@H](C)CO)C[C@@H]2C)cc1
  2.2	.
[36] Cc1ccc(S(=O)(=O)N(C)C[C@@H]2Oc3c(NC(=O)NC(C)C)cccc3C(=O)N([C@@H](C)CO)C[C@@H]2C)cc1
  .	-4.9
[37] C[C@H]1CN([C@@H](C)CO)C(=O)c2cc(NS(=O)(=O)c3ccc(F)cc3)ccc2O[C@H]1CN(C)S(=O)(=O)c1ccccc1
  -4.7	.
[38] C[C@H](CO)N1C[C@H](C)[C@@H](CN(C)S(=O)(=O)c2ccccc2)Oc2ccc(NC(=O)NC3CCCCC3)cc2C1=O
  -0.8	.
[39] C[C@H]1CN([C@@H](C)CO)S(=O)(=O)c2ccc(C#CC3CC3)cc2O[C@H]1CN(C)Cc1ccccc1
  -0.3	.
[40] COc1cccc(S(=O)(=O)Nc2ccc3c(c2)[C@@H]2C[C@H](CC(=O)NC4CCCCC4)O[C@@H](CO)[C@@H]2O3)c1
  -0.7	2.3
[41] O=C(C[C@H]1C[C@H]2c3cc(NC(=O)C4CCOCC4)ccc3O[C@H]2[C@@H](CO)O1)NCc1cc(F)ccc1F
  0.2	8.5
[42] CNC[C@@H]1Oc2ccc(NC(=O)NC(C)C)cc2CC(=O)N([C@@H](C)CO)C[C@@H]1C
  3.5	-2.1
[43] COc1ccccc1-c1cnc2c(c1)C(=O)N([C@@H](C)CO)C[C@H](C)[C@@H](CN(C)Cc1ccncc1)O2
  4.8	.
[44] Cc1noc(C)c1S(=O)(=O)N(C)C[C@@H]1OCc2cnnn2CCCC(=O)N([C@H](C)CO)C[C@@H]1C
  3.5	.
[45] C[C@@H]1CN([C@@H](C)CO)C(=O)c2cc(NC(=O)Nc3ccccc3)ccc2O[C@@H]1CN(C)S(=O)(=O)c1ccc(F)cc1
  0.3	.
[46] CCC(=O)Nc1ccc2c(c1)C(=O)N(C)C[C@@H](OC)[C@H](C)CN(CC1CC1)[C@@H](C)CO2
  0.0	0.0
[47] CC1(C)Cc2nc3sc4c(SCC(=O)N5CCOCC5)ncnc4c3cc2CO1
  -0.2	-6.3
[48] C[C@@H]1CN([C@H](C)CO)C(=O)CCCn2nncc2CO[C@H]1CN(C)Cc1ccc2c(c1)OCCN2C
  0.3	-4.1
[49] O=C(N[C@H]1CC[C@@H](CC(=O)N2CCN(c3ccccc3)CC2)O[C@H]1CO)c1ccncc1
  0.3	11.7
[50] Cc1ccc(-c2noc(CN(C(C)C)S(=O)(=O)c3ccccc3)n2)cc1
  -0.1	29.9
[51] C[C@H]1CN([C@@H](C)CO)C(=O)Cc2cc(NS(=O)(=O)c3cn(C)cn3)ccc2O[C@@H]1CN(C)Cc1ccc(C(F)(F)F)cc1
  0.9	-5.2
[52] CN(C)CCCNC(=O)C[C@@H]1CC[C@H](NS(=O)(=O)c2ccccc2)[C@@H](CO)O1
  0.5	-1.3
[53] O=C(C[C@H]1C[C@H]2c3cc(NC(=O)c4ccc5c(c4)OCO5)ccc3O[C@H]2[C@H](CO)O1)NCC1CC1
  1.0	16.5
[54] Nc1c(O)cccc1C(=O)O
  4.0	16.4
[55] C[C@H](CO)N1C[C@H](C)[C@@H](CN(C)S(=O)(=O)c2cn(C)cn2)Oc2ccc(NC(=O)Nc3ccc4c(c3)OCO4)cc2C1=O
  -0.7	.
[56] C[C@@H]1CN([C@H](C)CO)C(=O)c2cc(C3=CCCCC3)cnc2O[C@H]1CN(C)Cc1cccnc1
  7.5	.
[57] COCC(=O)Nc1ccc2c(c1)[C@H]1C[C@@H](CC(=O)NCc3ccncc3)O[C@H](CO)[C@H]1O2
  -0.2	22.4
[58] Cc1noc(C)c1NC(=O)N(C)C[C@@H]1Oc2ccc(NC(=O)Nc3ccc(F)cc3)cc2C(=O)N([C@@H](C)CO)C[C@@H]1C
  -0.2	.
[59] COc1ccc(OCC(=O)Nc2ccccc2-c2nc3ccccc3s2)cc1
  1.4	27.3
[60] CCCNC(=O)N(C)C[C@@H]1Oc2cc(C#CCOC)ccc2S(=O)(=O)N([C@H](C)CO)C[C@H]1C
  0.6	-1.3

Brought forward from above: 5 entries; new compounds follow.
Each structure is followed by: IDH1 R132H inh	PRC2 inh
[56] C[C@@H]1CN([C@H](C)CO)C(=O)c2cc(C3=CCCCC3)cnc2O[C@H]1CN(C)Cc1cccnc1
  7.5	.
[57] COCC(=O)Nc1ccc2c(c1)[C@H]1C[C@@H](CC(=O)NCc3ccncc3)O[C@H](CO)[C@H]1O2
  -0.2	22.4
[58] Cc1noc(C)c1NC(=O)N(C)C[C@@H]1Oc2ccc(NC(=O)Nc3ccc(F)cc3)cc2C(=O)N([C@@H](C)CO)C[C@@H]1C
  -0.2	.
[59] COc1ccc(OCC(=O)Nc2ccccc2-c2nc3ccccc3s2)cc1
  1.4	27.3
[60] CCCNC(=O)N(C)C[C@@H]1Oc2cc(C#CCOC)ccc2S(=O)(=O)N([C@H](C)CO)C[C@H]1C
  0.6	-1.3
[61] Cc1c(/C=C2\SC(=Nc3ccccc3)N(C3CCCC3)C2=O)c2ccccc2n1CC(N)=O
  -0.1	-48.1
[62] C[C@H](CO)N1C[C@H](C)[C@H](CN(C)Cc2ccc(C(=O)Nc3ccccc3N)cc2)Oc2c(NS(=O)(=O)c3cn(C)cn3)cccc2C1=O
  0.4	-2.9
[63] CO[C@H]1CN(C)C(=O)c2cc(NC(=O)NC(C)C)ccc2OC[C@H](C)N(C(=O)NC(C)C)C[C@H]1C
  0.3	6.4
[64] CCCNC(=O)N(C)C[C@H]1Oc2ncc(-c3ccc(F)cc3)cc2C(=O)N([C@@H](C)CO)C[C@H]1C
  -3.5	2.9
[65] CO[C@@H]1CN(C)C(=O)c2ccc(NC(=O)Nc3ccc4c(c3)OCO4)cc2OC[C@@H](C)NC[C@@H]1C
  -0.3	-1.5
[66] C[C@H](CO)N1C[C@H](C)[C@H](CN(C)C(=O)NC2CCCCC2)Oc2ccc(NC(=O)Cn3cnnn3)cc2C1=O
  0.2	.
[67] CC(C)NC(=O)N(C)C[C@H]1Oc2ccc(NS(=O)(=O)c3ccccc3)cc2CC(=O)N([C@@H](C)CO)C[C@H]1C
  0.5	9.9
[68] Cc1noc(C)c1S(=O)(=O)Nc1ccc2c(c1)CC(=O)N([C@@H](C)CO)C[C@H](C)[C@@H](CN(C)C(=O)NC1CCCCC1)O2
  8.0	.
[69] C[C@@H]1CCCCO[C@@H](CN(C)C(=O)Nc2ccccc2)[C@@H](C)CN([C@@H](C)CO)C(=O)c2cc(N(C)C)ccc2O1
  0.4	7.3
[70] Cc1[nH]c2ccccc2c1C(=O)CSc1n[nH]c(N)n1
  -0.2	-10.1
[71] C[C@@H]1CN([C@H](C)CO)S(=O)(=O)c2ccc(-c3cccnc3)cc2O[C@@H]1CN(C)C
  1.2	4.4
[72] C[C@H]1CN([C@@H](C)CO)C(=O)c2cccc(NS(=O)(=O)c3ccccc3)c2O[C@@H]1CN(C)S(=O)(=O)c1cccs1
  -3.2	.
[73] COc1ccc(S(=O)(=O)Nc2ccc3c(c2)C(=O)N([C@H](C)CO)C[C@H](C)[C@@H](CN(C)CC2CC2)O3)cc1
  0.3	.
[74] CO[C@H]1CN(C)C(=O)c2ccc(NC(=O)c3ccccc3)cc2OC[C@@H](C)N(C(C)=O)C[C@H]1C
  -0.4	2.0
[75] COCCNC(=O)c1cc2c(c(-c3cccc(-c4cccc(OC)c4)c3)n1)[C@@H](CCO)N(S(=O)C(C)(C)C)C2 (stereo not given in full)
  -0.1	-8.2
[76] C[C@@H]1CN([C@@H](C)CO)S(=O)(=O)c2ccc(C#CCN(C)C)cc2O[C@H]1CN(C)S(=O)(=O)c1cccc(F)c1
  -0.3	-5.8
[77] C[C@@H]1CN([C@@H](C)CO)C(=O)Cc2cc(NC(=O)Nc3ccc4c(c3)OCO4)ccc2O[C@H]1CN(C)CC1CC1
  -1.7	-13.4
[78] C[C@H]1CN([C@@H](C)CO)C(=O)c2cc(/C=C/c3ccccc3)cnc2O[C@H]1CN(C)C(=O)CN1CCOCC1
  0.1	-4.5
[79] O=C(C[C@@H]1C=C[C@@H](NC(=O)NC2CCCCC2)[C@@H](CO)O1)NCc1ccc(F)cc1
  0.3	-11.9
[80] C[C@@H]1CN([C@@H](C)CO)C(=O)c2cccc(NC(=O)C3CCOCC3)c2O[C@H]1CN(C)S(C)(=O)=O
  .	5.6
[81] C[C@@H]1CCCCO[C@@H](CN(C)S(=O)(=O)c2cccs2)[C@H](C)CN([C@H](C)CO)C(=O)c2cc(NS(C)(=O)=O)ccc2O1
  0.5	.

An excerpt. The share of hits here may be higher or lower than overall.
